High-throughput results as filed in PubChem BioAssay.
MrgX1 antagonist: antagonists of human MrgX1 receptor, primary screen, HEK293 cells, Fluo-4 calcium flux | B-score at 10 µM | AID 588676, 2011 | BAM8-22 antagonism; active compounds read low | Mas-related G-protein coupled receptor member X1 (Homo sapiens), Q96LB2 | 310,000 tested, 1.3% active;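 active = calcium-response B-score plate-corrected more than 3 library SD below zero, starting fluorescence within 5 deviations, no agonist response on first addition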;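 note: peak minus trough fluorescence over baseline after final BAM8-22 challenge near maximal dose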
TRPC4 block: inhibitors of mouse TRPC4 channel, primary screen, Fluo4 calcium, HEK293 TRPC4beta/mu-opioid cells. Short transient receptor potential channel 4 (Mus musculus), Q9QUQ5. DAMGO-evoked Fluo4 calcium flux; active compounds read low. B-score at 10 µM. 300,000 tested, 0.39% active;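 active = B-score over 3 SD under the library average, no early fluorescence shift, positive overall ratio signal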
Target sequence (Q9QUQ5 whole entry, looked up): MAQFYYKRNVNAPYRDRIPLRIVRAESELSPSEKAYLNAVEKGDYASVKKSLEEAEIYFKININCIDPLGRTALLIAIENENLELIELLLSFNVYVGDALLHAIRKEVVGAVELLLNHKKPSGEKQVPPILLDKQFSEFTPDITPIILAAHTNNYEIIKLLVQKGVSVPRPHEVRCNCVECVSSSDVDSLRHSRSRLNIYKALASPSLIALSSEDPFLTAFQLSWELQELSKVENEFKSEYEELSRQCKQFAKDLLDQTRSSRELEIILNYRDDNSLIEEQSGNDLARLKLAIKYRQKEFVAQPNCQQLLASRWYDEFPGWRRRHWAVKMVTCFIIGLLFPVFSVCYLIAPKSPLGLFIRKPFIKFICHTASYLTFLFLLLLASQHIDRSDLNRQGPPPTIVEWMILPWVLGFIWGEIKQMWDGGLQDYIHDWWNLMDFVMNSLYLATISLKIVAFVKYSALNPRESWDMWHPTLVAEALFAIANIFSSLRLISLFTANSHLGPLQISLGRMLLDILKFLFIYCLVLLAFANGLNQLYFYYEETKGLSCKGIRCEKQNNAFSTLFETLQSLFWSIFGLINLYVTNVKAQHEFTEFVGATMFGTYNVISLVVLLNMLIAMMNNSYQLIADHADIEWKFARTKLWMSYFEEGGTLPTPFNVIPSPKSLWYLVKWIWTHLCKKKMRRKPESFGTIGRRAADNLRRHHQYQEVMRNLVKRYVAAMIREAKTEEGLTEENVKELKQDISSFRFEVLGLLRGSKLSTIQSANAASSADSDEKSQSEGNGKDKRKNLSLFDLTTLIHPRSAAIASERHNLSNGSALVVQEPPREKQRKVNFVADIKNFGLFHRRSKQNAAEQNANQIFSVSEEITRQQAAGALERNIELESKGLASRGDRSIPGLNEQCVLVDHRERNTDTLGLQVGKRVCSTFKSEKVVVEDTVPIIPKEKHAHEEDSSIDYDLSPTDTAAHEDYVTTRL
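Signal: kinetic Fluo4 fluorescence imaging of calcium influx. Material: stable TRPC4beta/mu-opioid receptor HEK293 cells. Probe or stimulus: DAMGO in two steps, submaximal then maximal.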
TRPC6 activator: mouse TRPC6 channel activators, primary screen, cell-based, HEK293, membrane potential dye. HEK293-TRPC6 membrane potential dye fluorescence; active compounds read high. B-score at 10 µM. 310,000 tested, 0.13% active. Short transient receptor potential channel 6 (Mus musculus), Q61143;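 active = B-score of the integrated fluorescence ratio above library mean plus 3 SD, and starting fluorescence ratio within library mean plus 5 SD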;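 note: higher score means more depolarization so channel activation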
KLF5 inh: KLF5 expression inhibitors, primary screen, DLD-1 cells, luminescence; DLD-1 KLF5 promoter-luciferase reporter; inhibition, % at 5 µM; 290,000 tested, 0.23% active; AID 1700, 2009;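 active = inhibition above a per-plate limit of that plate's mean compound inhibition plus 3 SD, cut at about 60% in these data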;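 note: 0% = DMSO wells and 100% = LY294002 at 200 µM; higher means less KLF5 promoter-driven luciferase light; inactives centre near -14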
HIF act: HIF pathway transcriptional activators, primary screen, cell-based, U2OS HRE-luciferase, luminescence; activation, % at 7.5 µM (by protocol); 300,000 tested, 0.32% active; U2OS HRE-luciferase reporter; normalized: DMSO 0%, desferrioxamine 100%;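 active = mean activation of at least 10% of the iron chelator positive control signal, with at least half of replicates also reaching 10%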
TRPC6 inh: mouse TRPC6 channel inhibitors, primary screen, cell-based, HEK293, membrane potential dye; B-score at 10 µM; Short transient receptor potential channel 6 (Mus musculus), Q61143; 310,000 tested, 1.1% active; ACh-evoked depolarization; active compounds read low;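 active = B-score under library mean minus 3 SD, initial fluorescence not abnormally high, positive integrated signal ratio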;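 note: B-score derived from integrated fluorescence ratio over the kinetic read; more negative B-score means stronger inhibition of depolarization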
IEC-6 cytotox: cytotoxicity in IEC-6 intestinal epithelial cells, primary screen, cytotoxicity control for KLF5 inhibitor project, cell-based, luminescence; 290,000 tested, 0.78% active; AID 1825, 2009; inhibition, % at 5 µM; IEC-6 cytotoxicity, luminescence viability; in the data active = inhibition above about 22%;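 note: 0% = plate median of test compound wells and 100% = cytotoxic reference compound wells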
SKKanGAS inh: S. pyogenes SKKanGAS growth inhibitors in kanamycin, primary screen, streptokinase expression inhibitor project, SKKanGAS strain, BacTiter-Glo luminescence; 6 h; inhibition, % at 7.5 µM; 300,000 tested, 1.3% active;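 active = mean replicate score, as percent of positive control median, at least 50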;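 note: strain carries kanamycin resistance gene driven by streptokinase promoter and grows in 40 µg/ml kanamycin; loss of luminescence reflects streptokinase promoter inhibition or plain growth inhibition; 0% = median of DMSO wells and 100% = positive control at its reference dose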
TRPC4 act: activators of mouse TRPC4 channel, primary screen, Fluo4 calcium, HEK293 TRPC4beta/mu-opioid cells. B-score at 10 µM. Fluo4 calcium fluorescence; active compounds read high. Short transient receptor potential channel 4 (Mus musculus), Q9QUQ5. 310,000 tested, 0.49% active. AID 2237, 2010;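 active = B-score above 5 SD of library B-scores, and initial fluorescence ratio not above library mean plus 5 SD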;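 note: positive B-score marks a calcium rise read as TRPC4 activation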
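Technique: kinetic Fluo4 calcium fluorescence; Test system: TRPC4beta and mu-opioid receptor HEK293 stable cells; Measure: B-scored integrated calcium fluorescence ratio; Benchmarks: low control buffer alone, high control maximal DAMGO; Schedule: 45 min room-temperature Fluo4 loading, 110 s read.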
aSyn 5UTR inh: MLPCN primary screen, SNCA 5' untranslated region; AID 1813, 2009; inhibition, % (tested at 7.5 µM); 300,000 tested, 0.82% active; alpha-synuclein 5'UTR reporter, inhibitor activity; in the data active = inhibition above about 60%;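 note: H4 neuroglioblastoma cells stably carrying SNCA 5'UTR luciferase fusion; 0% = DMSO wells and 100% = positive control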
TRPC4 potent: positive allosteric modulators of TRPC4, primary screen, cell-based, mouse TRPC4beta, HEK293 mu-opioid, Fluo-4 calcium. Short transient receptor potential channel 4 (Mus musculus), Q9QUQ5. DAMGO EC20, Fluo-4 Ca2+ flux; active compounds read high. B-score at 10 µM. 310,000 tested, 0.42% active. AID 2227, 2009;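 active = B-score of calcium response area above 5 SD of library B-scores, with initial fluorescence ratio within 5 SD of library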;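 note: B-score of integrated fluorescence ratio over time as area under calcium response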
* = called active by the depositor; i = inactive; . = no result given.

Sample of the layout (four entries):
structure | MrgX1 antagonist | KLF5 inh | SKKanGAS inh | TRPC4 block | HIF act | TRPC4 act | TRPC6 inh | IEC-6 cytotox | aSyn 5UTR inh | TRPC6 activator | TRPC4 potent
CSCCC(NC(=O)c1ccccc1Br)C(=O)N1CCCCCCC1 (stereo unspecified) | i | . | -9 | i | 0.1 | i | i | . | -6 | i | i
ClCc1nnc(-c2cc3c(s2)CCCC3)o1 | . | -37 | 6 | i | -0.5 | i | i | 0 | -11 | i | i
CC1=C(C)C(=O)OC(C(C)C2CCC3C4CC=C5CC(OC6OC(COC7OC(CO)C(O)C(O)C7O)C(O)C(O)C6O)CC(O)C5(C)C4CCC23C)C1 (stereo unspecified) | i | -30 | 1 | i | 0.3 | i | i | 7 | -4 | i | i
O=C(CCC1CCCN(C(=O)Cc2cccc(F)c2)C1)N1CCN(c2ccccn2)CC1 (stereo unspecified) | i | 17 | 0 | i | -0.1 | i | i | 4 | 11 | i | i

All compounds of this part, repeating the preview:
structure | MrgX1 antagonist | KLF5 inh | SKKanGAS inh | TRPC4 block | HIF act | TRPC4 act | TRPC6 inh | IEC-6 cytotox | aSyn 5UTR inh | TRPC6 activator | TRPC4 potent
CSCCC(NC(=O)c1ccccc1Br)C(=O)N1CCCCCCC1 (stereo unspecified) | i | . | -9 | i | 0.1 | i | i | . | -6 | i | i
ClCc1nnc(-c2cc3c(s2)CCCC3)o1 | . | -37 | 6 | i | -0.5 | i | i | 0 | -11 | i | i
CC1=C(C)C(=O)OC(C(C)C2CCC3C4CC=C5CC(OC6OC(COC7OC(CO)C(O)C(O)C7O)C(O)C(O)C6O)CC(O)C5(C)C4CCC23C)C1 (stereo unspecified) | i | -30 | 1 | i | 0.3 | i | i | 7 | -4 | i | i
O=C(CCC1CCCN(C(=O)Cc2cccc(F)c2)C1)N1CCN(c2ccccn2)CC1 (stereo unspecified) | i | 17 | 0 | i | -0.1 | i | i | 4 | 11 | i | i
CN(CC(=O)NC1CCCCCC1)S(=O)(=O)c1cnc[nH]1 | i | -26 | 9 | i | 0.1 | i | i | -1 | -4 | i | i
Cc1[nH][nH]c(=O)c1C=NCc1cccnc1 | i | -24 | 3 | i | -0.1 | i | i | 2 | 5 | i | i
C/C(=C\c1ccccc1)C(=O)n1nnc2ccccc21 | i | 1 | -4 | i | -0.3 | i | i | 5 | -1 | i | i
O=c1oc2ccc3ccccc3c2c2c1SC(C(F)(F)F)C2 (stereo unspecified) | i | -24 | -4 | i | . | i | i | 1 | . | i | i
O=C1CCCCC1C(=O)c1ccccc1 (stereo unspecified) | i | -6 | -6 | i | 0.1 | i | i | -6 | -21 | i | i
COc1ccc(-c2cc(C(F)(F)F)n3nc(C(=O)N4CCN5CCCC5C4)cc3n2)cc1OC (stereo unspecified) | i | -10 | 4 | i | 0.5 | i | i | 5 | 3 | i | i
CCN1CCN(c2ccc(S(=O)(=O)N3CCCCC3)cc2NC(=O)c2sccc2C)CC1 | i | . | 1 | i | 0.0 | i | i | . | -14 | i | i
CCN(CC(=O)Nc1ccc(OC)cc1)C(=O)Cc1cccs1 | i | . | 4 | i | 0.1 | i | i | . | 9 | i | i
Cc1cc(Br)ccc1SCC(=O)OCC(=O)NC1CCCC1 | i | -14 | 1 | i | -0.2 | i | i | 4 | 1 | i | i
Cc1cc(C)nc(/N=C(\N)N2CCCCCC2)n1 | i | -2 | 3 | i | -3.4 | i | i | 7 | -2 | i | i
O=C(CN1C(=O)NC2(CCOc3ccccc32)C1=O)NCC(F)(F)F (stereo unspecified) | i | 4 | 0 | i | -0.8 | i | i | -1 | 14 | i | i
O=C(COc1ccccc1)NC1CCCN(Cc2ccccc2F)C1 (stereo unspecified) | i | -26 | 1 | i | -0.5 | i | i | -2 | -7 | i | i
CC(=O)c1cccc(OCc2cc(C(=O)N(C)CCC3CCOCC3)no2)c1 | i | -106 | -1 | i | 2.7 | i | i | -7 | -86 | i | i
Cc1cc(C(F)(F)F)nn1CC(=O)NNC(=S)Nc1ccc(F)cc1 | i | -37 | -13 | i | 0.3 | i | i | 0 | 9 | i | i
O=C(Cc1ccccc1[N+](=O)[O-])NCc1ccncc1 | i | -18 | -8 | i | 0.0 | i | i | 8 | 5 | i | i
NC(=O)c1c(NC(=O)Cn2nc(C(=O)O)c3ccccc3c2=O)sc2c1CCCC2 | i | -9 | -5 | i | 1.3 | i | i | -6 | -2 | i | i
O=C(Nc1ccc2c(c1)OCO2)c1ccc(Br)o1 | i | -141 | -8 | i | 1.9 | i | i | 5 | -256 | i | i
O=C(Nc1ccc(CN2CCCCC2)cc1)c1cc(Br)ccc1Cl | -5.5* | 8 | -5 | i | 0.5 | i | i | 1 | -2 | i | i
CCOC(=O)c1c(Nc2ccc(Cl)cc2)sc(/C=C2\C=Nc3ccccc32)c1O | i | -5 | 9 | i | 0.0 | i | i | -3 | -11 | i | i
Cc1cc2c(N=O)c(NO)ccc2[nH]1 | i | 2 | 0 | . | 6.0 | i | i | 0 | 10 | i | i
COC(=O)c1ccccc1NC(=O)CNc1cc(Cl)ccc1N1CCOCC1 | i | -8 | 33 | i | -0.2 | i | i | 10 | 19 | i | i
CC(=O)[C@@H]1[C@@H](C(=O)c2ccc(C)cc2)[C@]2(C(=O)Nc3ccccc32)[C@H]2C=Cc3cc(F)ccc3N12 | i | 12 | 19 | i | -0.3 | i | i | 6 | -11 | i | i
CCCCn1c(-c2ccncc2)nc2c1c(=O)[nH]c(=O)n2CC(C)C | i | 0 | -4 | i | -0.1 | i | i | -3 | 22 | i | i
Cc1cc(S(=O)(=O)N2CCN(c3ccccn3)CC2)ccc1F | i | -6 | -3 | i | -0.5 | i | i | 6 | 11 | i | i
CC(C)(C)NC(=O)CSc1nc(-c2ccc(F)cc2)cs1 | i | -80 | -6 | i | 4.0 | i | i | 3 | -181 | i | i
O=C(NCCCNC(=O)c1c(F)cccc1F)c1c(F)cccc1F | i | -22 | -1 | i | -0.8 | i | i | -3 | -6 | i | i
CCC(C)NC(=O)Cn1c(=O)sc2ccccc21 (stereo unspecified) | i | -16 | -7 | i | -0.2 | i | i | -7 | -12 | i | i
O=C1CC(c2ccc(F)c(Br)c2)C2=C(CCCC2=O)N1 (stereo unspecified) | i | -28 | 0 | i | -0.2 | i | i | -2 | 14 | i | i
CC1CCCCC1NC(=O)c1cccc(S(=O)(=O)N2CCN(C)CC2)c1 (stereo unspecified) | i | . | 11 | i | -0.3 | i | i | . | 4 | i | i
N=C1S/C(=C\c2ccccc2F)C(=O)N1c1ccc(F)cc1 | i | -19 | -3 | i | -0.4 | i | i | -8 | -12 | i | i
COc1ccc(NC(=O)CCOc2ccccc2)c(OC)c1 | i | -11 | -4 | i | 1.8 | i | i | 3 | 3 | i | i
C=CCn1cc(/C=N\NC(=O)c2cc3c(ccc4ccccc43)o2)c2ccccc21 | i | 1 | 14 | i | -11 | i | i | -3 | -1 | i | i
O=C(CN1CCSC1=NCc1ccccc1)c1ccc(Cl)c(Cl)c1 | i | -30 | -4 | i | -0.5 | i | i | 0 | -23 | i | i
Cc1ccn2cc(-c3cccc(S(=O)(=O)N4CCCC4)c3)nc2c1 | i | -70 | 1 | i | 1.3 | i | i | -4 | -34 | i | i
O=C(CCc1ccc(S(=O)(=O)N2CCOCC2)cc1)N/N=C/c1cccc(O)c1 | i | -29 | -3 | i | -1.0 | i | i | -1 | 15 | i | i
O=C(CC1C(=O)NCCN1CC1CCCCC1)NCCc1ccc(F)cc1 (stereo unspecified) | i | 3 | 5 | i | -0.2 | 51* | i | -1 | 6 | i | i
CC(C)c1ccc(NC(=O)CCc2ccccc2)cc1 | i | -64 | 2 | i | 12* | i | i | 29* | -389 | i | i
CCc1ccc(OCC(=O)N(C)C2CCS(=O)(=O)C2)cc1 (stereo unspecified) | i | -15 | 2 | i | -0.1 | i | i | 1 | 17 | i | i
CC1CCCCN1S(=O)(=O)c1ccc(C(=O)Nc2sccc2C(N)=O)cc1 (stereo unspecified) | i | -104 | -1 | i | 2.5 | i | i | 0 | -106 | i | 11*
CCCOc1ccccc1C(=O)N(Cc1ccc(C)o1)C1CCS(=O)(=O)C1 (stereo unspecified) | i | -31 | -1 | i | . | i | i | 5 | 7 | i | i
Cc1cc(C)c(NC(=O)CSc2nnc(-c3ccncc3)n2Cc2ccco2)c(C)c1 | i | -2 | -1 | i | 0.0 | i | i | 2 | 0 | i | i
N#Cc1ccc(Oc2nc(Nc3ccc(F)cc3)nc(N3CCCC3)n2)cc1 | i | 4 | 6 | i | -0.2 | i | i | 4 | 28 | i | i
Cc1ccc(NC(=O)COC(=O)CCC(=O)c2cccs2)c(C)c1 | i | -8 | -6 | i | -0.8 | i | i | 8 | 5 | i | i
O=c1cc(Cl)c(-c2ccccc2)n[nH]1 | i | -22 | -3 | i | -1.2 | i | i | -7 | -36 | i | i
CCOC(=O)c1ccc(NC(=O)CSc2nc(NC(=O)c3ccccc3)c3c(C)c(C)oc3n2)cc1 | i | -11 | 18 | i | -0.4 | i | i | -2 | 5 | i | i
NS(=O)(=O)c1cccc(NC(=O)CSc2nc3ccccc3n2-c2ccccc2)c1 | i | -1 | 7 | i | 0.7 | i | i | -2 | 19 | i | i
Cc1ccc(CN(Cc2ccco2)C(=S)Nc2ccccc2C)cc1 | i | -10 | 11 | i | 0.1 | i | i | -8 | -8 | i | i
CCCOc1ccccc1C(=O)N(Cc1cccs1)C1CCS(=O)(=O)C1 (stereo unspecified) | i | 1 | -3 | i | -0.5 | i | i | 0 | -18 | i | i
